WT yeast gro inh = growth inhibition of WT yeast, mitochondrial fusion screen. actives 2.1% (n = 190,000). mitochondrial fusion phenotypic screen, WT strain. inhibition, % at 10 µM; in the data active = inhibition above about 58%; tested in S. cerevisiae
Dynein cargo inh = blocks dynein driven cargo transport along microtubules. 3617.4 mouse cells, GR-EGFP nuclear translocation imaging; test concentration mostly 20 µM; stimulated with dexamethasone, 1 µM; active compounds read low. z-score, hits read low. actives 0.47% (n = 220,000). AID 1381;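 active = plate z-score of nuclear minus cytoplasmic receptor signal below a set negative limit, without overly bright fluorescence or cell loss, cut at about -3.5 in these data, passing the limit was not always enough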;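 note: z-score of nuclear minus cytoplasmic ring GR-EGFP intensity difference per well; some compounds called inactive have numbers as strong as hits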
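Schedule: 48 h induction, then 1 h compound, then 30 min agonist, 37 °C. Buffer or medium: tetracycline-free induction medium containing charcoal-stripped FBS. Reagent: 1.0 µM final dexamethasone stimulus. Evaluation: nuclear versus cytoplasmic GR-EGFP signal, averaged per well. Signal: high-content fluorescence imaging after fixation.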
bCat nuc transl = modulators of beta-catenin nuclear translocation; HeLa beta-catenin nuclear translocation, immunofluorescence imaging; nuclear translocation activity, % at 5 µM; actives 0.3% (n = 190,000); AID 1665;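 active = nuclear translocation activity above 50% at 5 µM, with a well cell count of 50 or more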;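 note: per-cell ratio of nuclear to cytoplasmic median beta-catenin stain intensity; plate controls were DMSO negative control for no effect and GSK-3 inhibitor IX positive control for full effect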
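Assay system: human HeLa cells, native beta-catenin; doses: 5 µM primary, 0.02–20 µM confirmation; incubation: compound treatment 24 h, 37°C, 5% CO2; technique: fluorescence imaging of beta-catenin antibody stain plus DAPI; measure: % activation, nuclear-to-cytoplasmic median beta-catenin signal ratio per cell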
Insulin prom up = MIN6 insulin promoter up-regulation; MIN6 insulin promoter-GFP reporter, high-content imaging; active compounds read high; z-score at 5 µM; actives 0.3% (n = 190,000);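 active = z-score above 3 at 5 µM with at least 500 cells counted in the well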
Lipid droplet = modulators of hepatic lipid droplet formation | AML12 mouse hepatocytes, oleate lipid droplets, BODIPY imaging | inhibition, % at 6.5 µM | actives 0.4% (n = 240,000);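 active = lipid droplet intensity inhibited by at least 50%, with more than 500 cells counted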
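Material – mouse AML12 hepatocyte cell line, fixed after treatment · Compound dosing – one dose, 6.5 µM compound · Times – compound with oleate, overnight · Measured by – Image-based BODIPY and DAPI two-channel analysis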
XIAP antagonists = XIAP antagonists, biochemical, IAP family, fluorescence polarization (AID 1018); XIAP BIR domain, fluorescence polarization peptide displacement; higher % means a stronger effect; displacement, % at 20 µM; hits with a dose series show IC50 in µM; actives 0.007% (n = 200,000); in the data active = displacement above about 50%; note: a part of the inactive calls stands beside numbers as strong as those of hits
MT stabilizer = microtubule stabilizers in HeLa cells | % tubulin-high responders, % at 10 µM | HeLa tubulin immunostaining HCS, 24 h; share of cells brighter than vehicle mean+2SD | actives 0.83% (n = 200,000);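 active = plate Z-score above 3 for both tubulin-high and condensed-nucleus cell shares, with cell loss under 80%, at 10 µM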;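 note: anti alpha tubulin signal scored within the nucleus-defined area of each cell; some results filed as inactive read as strong as hits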
Autophagy HCS = modulators of autophagy | MEF GFP-LC3 puncta imaging; test concentration mostly 10 µM | actives 0.98% (n = 190,000) | calls only at 10 µM (by protocol);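 active = percentage of spot-positive cells more than 3 SD above its plate mean, without a fluorescence outlier flag or 80% toxicity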;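 note: spot-positive cell cutoff set from DMSO-treated cells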
CSM14.1 death rescue = rescue of cells from ER stress-induced death, primary screen, 384-well, CSM14.1, thapsigargin, ATP luminescence (AID 1222); CSM14.1 thapsigargin-induced death rescue, ATP luminescence; higher % means a stronger effect; cellular ATP content (survival), % at 20 µM, or EC50 in µM where a hit was titrated; 190,000 tested, under 10 active;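 active = EC50 below 50 µM in the dose-response confirmation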;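 note: death triggered by thapsigargin at about 15 µM added after 2 h compound pretreatment; cell ATP read after overnight thapsigargin exposure of roughly 18 to 22 hours; normalized against plate controls of thapsigargin alone and 5% DMSO vehicle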
WT yeast gro inh mutant strain = second read-out of WT yeast gro inh, no call of its own (marks repeat the call); inhibition, %; mitochondrial fusion phenotypic screen, mutant strain inhibition
Dynein cargo inh cytoplasmic EGFP = further read-out of Dynein cargo inh, marked with its call; z-score; measured here: cytoplasmic GR-EGFP intensity; active compounds read high
Dynein cargo inh nuclear GR-EGFP = also measured in Dynein cargo inh; calls as there; z-score; measured here: nuclear GR-EGFP intensity;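 lower value marks the stronger effect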
Dynein cargo inh cell count = recorded beside Dynein cargo inh, whose call it bears; z-score; measured here: cell count per field
Insulin prom up cell count = further read-out of Insulin prom up, marked with its call; cell count; measured here: cytotoxicity, nuclei count;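 total cells summed across four imaged fields per well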
Lipid droplet cells 6.5 µM = further read-out of Lipid droplet, marked with its call; cell count; measured here: cell count, cytotoxicity flag;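 cells counted across two imaged fields per well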
bCat nuc transl cell count 5 µM = also measured in bCat nuc transl; calls as there; cell count; measured here: cell count, cytotoxicity flag
MT stabilizer Hoechst-high % = also measured in MT stabilizer; calls as there; % Hoechst-high responders; measured here: nuclear condensation Hoechst responders;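 share of cells brighter than vehicle mean plus two SD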
MT stabilizer cytotoxicity % = further read-out of MT stabilizer, marked with its call; toxicity, %; measured here: cytotoxicity by cell density;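 0% = mean cell density of plate MIN control wells and 100% = no cells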
Autophagy HCS cell loss 18 h = also measured in Autophagy HCS; calls as there; toxicity, %; measured here: cell loss, nuclei count;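 cell loss after 18 h compound exposure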
* marks the source's active call; other numbers are inactive results; i = inactive; / = no result given.

SMILES	WT yeast gro inh	WT yeast gro inh mutant strain	Dynein cargo inh	Dynein cargo inh cytoplasmic EGFP	Dynein cargo inh nuclear GR-EGFP	Dynein cargo inh cell count	bCat nuc transl	bCat nuc transl cell count 5 µM	Insulin prom up	Insulin prom up cell count	Lipid droplet	Lipid droplet cells 6.5 µM	XIAP antagonists	MT stabilizer	MT stabilizer Hoechst-high %	MT stabilizer cytotoxicity %	Autophagy HCS	Autophagy HCS cell loss 18 h	CSM14.1 death rescue
COc1ccc(F)cc1C(=O)C1CCCN(Cc2cccn2-c2ccccn2)C1 (stereo not drawn)	16	13	-0.81	-0.25	-0.51	0.88	-4.2	959	-0.89	1383	-35	676	-16%	4.9	1.8	3.8	i	16	-2.6%
COC(=O)Nc1sc2c(c1C(=O)NCc1ccco1)CCCC2	-1	-17	0.45	1.5	1.1	0.77	-0.3	1010	/	/	-3	712	-4.4%	2.1	2.0	1.2	i	-5	-1.0%
CN(Cc1nc(-c2cccnc2)no1)S(=O)(=O)c1ccc2ccccc2c1	7	-9	-0.43	-0.16	-0.29	-0.41	0.5	1185	-0.74	1289	-22	804	-3.3%	2.8	2.1	3.2	i	-4	2.7%
Cc1cc2c(s1)CCCCC(=O)N2	-1	-6	0.5	0.5	0.36	-0.0098	-1.3	1255	-0.2	1715	/	/	-4.2%	1.5	1.7	14	i	2	-0.7%
CCCCC(=O)Nc1ncc2c(n1)CC(C)(C)CC2=O	4	12	-0.44	-0.36	0.16	0.69	-2.8	911	-0.54	1366	/	/	-5.1%	3.3	3.0	16	i	-2	-0.8%
COc1cccc(CN2C(=O)c3ccccc3C2C(=O)NCC2CCCO2)c1 (stereo not drawn)	8	7	0.62	-0.14	0.17	0.54	/	/	0.7	967	0	710	-11%	1.0	1.2	7.5	i	9	-1.5%
O=C(Nc1nnc(SCc2ccccn2)s1)C1CC(=O)N(c2ccccc2)C1 (stereo not drawn)	5	8	-0.51	-0.18	-0.26	1.2	-0.3	1078	-0.08	1461	-1	615	-4.2%	4.5	1.9	7.7	i	12	1.3%
COc1ccc2nc(-c3cccc(N)c3)[nH]c2c1	22	16	-1.4	-0.26	-0.71	0.87	3.5	522	/	/	31	775	1.2%	3.1	1.9	5.1	i	-9	-7.5%
CNC(=O)NC(=O)CSc1ncc(C(F)(F)F)cc1Cl	/	/	-0.39	-0.22	-0.028	1.1	-4.3	884	0.46	1321	/	/	0.2%	1.5	2.3	5.8	i	-3	-0.8%
O=C(CNC(=O)c1ccco1)OCC(=O)c1cccc2ccccc12	-17	0	-0.38	-0.039	-0.23	-0.18	-3.2	1151	1.3	1243	-19	725	-17%	2.0	0.6	3.4	i	1	4.4%
CCOc1ncccc1C(=O)OCC(=O)c1cccs1	5	16	-0.41	0.11	0.2	1.1	-0.5	1183	0.22	825	-2	704	-7.4%	2.3	1.4	2.8	i	-11	-1.0%
COc1ccc(C(=O)CC(=O)C(=O)Nc2cc(Cl)c(OC)cc2OC)cc1	4	3	-0.39	0.1	0.15	0.21	0.5	1055	-0.47	1185	7	701	-3.4%	5.1	2.7	28	i	0	0.5%
CN(C)S(=O)(=O)N1CCCC(C(=O)c2ccc(-c3ccccc3)cc2)C1 (stereo not drawn)	-9	-1	0.0087	-0.35	0.048	0.37	-1.4	1119	-0.5	1422	5	727	-7.9%	1.5	1.0	5.6	i	-18	1.1%
Cc1ccc(C)c(NC(=O)c2cc(-c3cccnc3)nc3ccccc23)c1	-12	14	-0.47	-0.33	0.069	0.29	1.1	1051	0.36	1123	0	702	-7.1%	5.9	3.5	3.5	i	21	/
c1csc(-c2ccc3ccccc3n2)c1	6	-5	-0.49	-0.19	0.088	-0.25	-1.8	1467	-0.41	1629	/	/	-21%	4.1	2.6	8.9	i	-8	1.5%
Cc1ccc(S(=O)(=O)NC(N)=NCCc2ccccc2)cc1C	0	6	-0.39	-0.14	-0.096	0.88	1.0	496	0.09	1264	-17	603	-3.8%	4.3	3.0	1.4	i	-2	1.2%
N/C(=N\N=C/c1ccc(Br)cc1)N/N=C\c1ccc(Br)cc1	89	90	-0.32	-0.3	-0.13	0.59	-6.3	1136	0.27	1581	15	672	-2.5%	1.8	1.3	1.5	i	15	-0.8%
O=C(O)CCSCCCN1C(=O)c2cccc3cccc(c23)C1=O	-2	-13	-0.17	-0.25	0.28	-0.46	-2.5	991	-0.57	1798	4	677	-0.8%	2.8	1.9	1.6	i	35	1.6%
Cn1nnc(NC(=O)C(c2ccccc2)c2ccccc2)n1	0	18	1.4	-0.2	0.61	-0.64	-0.5	815	/	/	/	/	-4.4%	1.7	1.9	6.3	i	1	-0.3%
CCOc1ccc(C(=O)C2CCN(CC(=O)Nc3ccccc3N3CCOCC3)CC2)cc1	6	19	-0.25	-0.26	-0.18	0.38	0.4	1111	-2.1	1143	-39	748	-6.4%	2.1	1.8	8.4	i	7	-4.8%

8 compounds from above, ordered by formula weight, rising:
SMILES	WT yeast gro inh	WT yeast gro inh mutant strain	Dynein cargo inh	Dynein cargo inh cytoplasmic EGFP	Dynein cargo inh nuclear GR-EGFP	Dynein cargo inh cell count	bCat nuc transl	bCat nuc transl cell count 5 µM	Insulin prom up	Insulin prom up cell count	Lipid droplet	Lipid droplet cells 6.5 µM	XIAP antagonists	MT stabilizer	MT stabilizer Hoechst-high %	MT stabilizer cytotoxicity %	Autophagy HCS	Autophagy HCS cell loss 18 h	CSM14.1 death rescue
COc1ccc2nc(-c3cccc(N)c3)[nH]c2c1	22	16	-1.4	-0.26	-0.71	0.87	3.5	522	/	/	31	775	1.2%	3.1	1.9	5.1	i	-9	-7.5%
Cn1nnc(NC(=O)C(c2ccccc2)c2ccccc2)n1	0	18	1.4	-0.2	0.61	-0.64	-0.5	815	/	/	/	/	-4.4%	1.7	1.9	6.3	i	1	-0.3%
CNC(=O)NC(=O)CSc1ncc(C(F)(F)F)cc1Cl	/	/	-0.39	-0.22	-0.028	1.1	-4.3	884	0.46	1321	/	/	0.2%	1.5	2.3	5.8	i	-3	-0.8%
COC(=O)Nc1sc2c(c1C(=O)NCc1ccco1)CCCC2	-1	-17	0.45	1.5	1.1	0.77	-0.3	1010	/	/	-3	712	-4.4%	2.1	2.0	1.2	i	-5	-1.0%
Cc1ccc(C)c(NC(=O)c2cc(-c3cccnc3)nc3ccccc23)c1	-12	14	-0.47	-0.33	0.069	0.29	1.1	1051	0.36	1123	0	702	-7.1%	5.9	3.5	3.5	i	21	/
CN(C)S(=O)(=O)N1CCCC(C(=O)c2ccc(-c3ccccc3)cc2)C1 (stereo not drawn)	-9	-1	0.0087	-0.35	0.048	0.37	-1.4	1119	-0.5	1422	5	727	-7.9%	1.5	1.0	5.6	i	-18	1.1%
CN(Cc1nc(-c2cccnc2)no1)S(=O)(=O)c1ccc2ccccc2c1	7	-9	-0.43	-0.16	-0.29	-0.41	0.5	1185	-0.74	1289	-22	804	-3.3%	2.8	2.1	3.2	i	-4	2.7%
COc1ccc(C(=O)CC(=O)C(=O)Nc2cc(Cl)c(OC)cc2OC)cc1	4	3	-0.39	0.1	0.15	0.21	0.5	1055	-0.47	1185	7	701	-3.4%	5.1	2.7	28	i	0	0.5%

(further entries)
SMILES	WT yeast gro inh	WT yeast gro inh mutant strain	Dynein cargo inh	Dynein cargo inh cytoplasmic EGFP	Dynein cargo inh nuclear GR-EGFP	Dynein cargo inh cell count	bCat nuc transl	bCat nuc transl cell count 5 µM	Insulin prom up	Insulin prom up cell count	Lipid droplet	Lipid droplet cells 6.5 µM	XIAP antagonists	MT stabilizer	MT stabilizer Hoechst-high %	MT stabilizer cytotoxicity %	Autophagy HCS	Autophagy HCS cell loss 18 h	CSM14.1 death rescue
CC(C)CNC(=O)Cn1nc(C(F)(F)F)c2c1CCCC2	-1	-3	0.98	-0.3	0.57	0.38	-0.4	1086	/	/	14	757	-6.2%	1.1	0.9	6.3	i	11	1.0%
Cc1cc(Oc2ccc(=O)n(C)n2)nc(Oc2ccc(=O)[nH]n2)n1	3	18	-0.32	-0.32	0.05	1.3	0.2	1098	0.41	1066	/	/	-0.2%	2.6	3.2	25	i	12	3.1%
CCCCc1c(C)c(C#N)c2nc3ccccc3n2c1Nc1c(C)n(C)n(-c2ccccc2)c1=O	-10	-10	-0.81	-0.22	-1.2	0.43	0.6	1274	-0.07	1628	/	/	-5.5%	4.0	1.9	6.9	i	1	2.9%
Cc1c(C(=O)NCCCN2CCCC2=O)oc2ccccc12	-5	-15	0.32	-0.047	0.95	-1.5	0.6	1052	-0.54	1286	-3	688	-2.4%	1.9	1.7	6.0	i	-3	0.6%
CCCCCCCCCCS(=O)(=O)N/N=C/c1ccc([N+](=O)[O-])cc1	56	4	-0.24	1.5	0.48	-0.31	10	929	0.4	1021	-13	753	-4.9%	2.1	1.3	4.4	i	-1	-1.2%
CCC(=O)Nc1cc(C(=O)O)ccc1Sc1ccc(C)cc1	5	0	0.58	-0.18	0.22	-0.53	0.6	1276	0.22	1249	5	697	-7.1%	4.1	2.0	3.1	i	-15	-5.1%
CCc1nnc(NC(=O)c2ccc(-c3cc(C(F)(F)F)ccc3Cl)o2)s1	8	6	-0.13	-0.22	0.43	0.69	-2.0	1331	0.32	1498	/	/	-1.6%	2.6	1.0	5.7	i	-25	-0.5%
Cc1n[nH]c(=O)n1-c1ccc(Oc2ccccc2)cc1	-5	-20	1.4	0.018	0.69	-3.1	/	/	/	/	/	/	-0.9%	2.3	1.1	1.6	i	-16	-3.0%
